# Source: PubChem BioAssay
# UBC13 inh = blocks human UBC13 polyubiquitin chain formation | P61088 | TR-FRET | inhibition, % at 20 µM | 330,000 tested, 0.47% active; in the data active = inhibition above about 45%, passing the limit was not always enough
# Target sequence (P61088 whole entry, looked up): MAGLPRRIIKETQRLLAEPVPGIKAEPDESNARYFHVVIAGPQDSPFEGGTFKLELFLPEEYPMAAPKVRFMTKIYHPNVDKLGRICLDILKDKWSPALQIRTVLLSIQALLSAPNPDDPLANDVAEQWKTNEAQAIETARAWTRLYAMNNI
# SENP1 FRET inh = blocks the human SENP1 SUMO protease catalytic domain | recombinant SENP1 catalytic domain, CyPet-SUMO1-YPet FRET cleavage | 360,000 tested, 0.21% active | Q9P0U3 | inhibition, % at 10 µM;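 active = inhibition at least 30% at 10 µM, raw YFP signal under a set limit, fluorescence ratio 0.5 to 1.5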;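 note: 0% = enzyme with DMSO and 100% = no enzyme wells; some results filed as inactive read as strong as hits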
# Target sequence (Q9P0U3 419-644 limits assumed): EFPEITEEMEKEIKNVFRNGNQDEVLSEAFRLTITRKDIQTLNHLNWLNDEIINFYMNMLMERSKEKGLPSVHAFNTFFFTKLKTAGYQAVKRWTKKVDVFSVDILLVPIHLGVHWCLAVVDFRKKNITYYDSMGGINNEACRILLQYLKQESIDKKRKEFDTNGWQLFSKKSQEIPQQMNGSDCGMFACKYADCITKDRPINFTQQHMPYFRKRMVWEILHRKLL
#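 system = hSENP1 catalytic domain, recombinant | reagent = SFCypet-SUMO1-SFYpet substrate at 25 nM | doses = one dose per compound, 10 µM, 0.5% DMSO | incubation = enzyme reaction for 50 min at room temperature, dark | measured by = FRET, CFP and YFP emission | controls = no-enzyme low, enzyme-DMSO high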
# SENP8 block-1 = SENP8 protease inhibition; Q96LD8; purified SENP8, Z-RLRGG-aminoluciferin cleavage, luminescence; inhibition, % at 10 µM; 330,000 tested, 1.2% active; AID 2540; in the data active = inhibition above about 50%
# Target sequence (Q96LD8 whole entry, looked up): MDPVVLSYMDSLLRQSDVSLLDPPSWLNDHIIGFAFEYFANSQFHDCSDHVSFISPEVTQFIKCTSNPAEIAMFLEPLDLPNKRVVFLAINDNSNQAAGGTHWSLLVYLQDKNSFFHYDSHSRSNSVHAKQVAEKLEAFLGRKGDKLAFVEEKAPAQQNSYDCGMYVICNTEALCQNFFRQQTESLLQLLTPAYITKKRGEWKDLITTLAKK
# Apaf1 inhib = blocks human Apaf-1 apoptosome activity; O14727; reconstituted apoptosome caspase-3 activity, DEVD-Rh110 fluorescence; 330,000 tested, 0.71% active; inhibition, % at 20 µM; active = inhibition of at least 40% at 20 µM;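 note: plate controls were DMSO wells for no effect and DEVD-CHO caspase inhibitor wells for full effect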
#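 Assay system – apoptosome proteins · Medium – Hepes buffer, pH 7.5 · Also added – cytochrome c with DEVD-Rh110 · Timing – 30 min compound preincubation, 50 min activation, room temperature · Detection – Rh110 fluorescence, excitation 480 nm, emission 540 nm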
# SENP6 block = SENP6 protease inhibition | inhibition, % at 10 µM | Q9GZR1 | Recombinant SENP6 catalytic domain, aminoluciferin luminescence | 330,000 tested, 1.8% active;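 active = inhibition above about 50% at the single tested dose, limit read from the data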;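 note: plate controls were DMSO wells with enzyme for no effect and DMSO wells lacking enzyme for full effect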
# A3G deaminase = inhibitors of human APOBEC3G DNA deaminase | Q9HC16 | recombinant A3G, ssDNA deamination FAM/TAMRA fluorescence | inhibition, % at 20 µM | 330,000 tested, 0.28% active | AID 493012;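 active = inhibition of at least 40% at 20 µM, with no more than 30% in the related APOBEC3A deaminase screen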;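 note: plate controls were DMSO wells with A3G for no effect and wells lacking A3G enzyme for full effect; some compounds called inactive have numbers as strong as hits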
# Target sequence (Q9HC16 whole entry, looked up): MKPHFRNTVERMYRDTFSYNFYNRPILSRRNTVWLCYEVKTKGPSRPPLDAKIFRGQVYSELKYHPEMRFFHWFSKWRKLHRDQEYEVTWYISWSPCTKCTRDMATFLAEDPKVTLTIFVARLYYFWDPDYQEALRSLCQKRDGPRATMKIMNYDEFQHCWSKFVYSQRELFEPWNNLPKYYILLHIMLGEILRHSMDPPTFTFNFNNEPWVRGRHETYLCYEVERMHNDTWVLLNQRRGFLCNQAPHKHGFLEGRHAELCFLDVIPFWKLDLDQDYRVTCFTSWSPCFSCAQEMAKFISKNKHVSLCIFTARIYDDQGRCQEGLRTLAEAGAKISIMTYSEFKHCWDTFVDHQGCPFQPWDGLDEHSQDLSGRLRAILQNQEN
# SENP7 inh = SENP7 protease inhibition; recombinant SENP7, Z-RLRGG-aminoluciferin luminescence, 40 min; AID 434973; 330,000 tested, 1.5% active; Q9BQF6; inhibition, % at 5 µM;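 active = inhibition above about 50% at the single test dose, limit read from the data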;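 note: plate controls were DMSO with enzyme for no effect and no enzyme buffer wells for full effect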
# SENP8 block-2 = inhibitors of human SENP8 protease. recombinant SENP8, Nedd8 substrate fluorescence. inhibition, % at 20 µM. 360,000 tested, 0.64% active. AID 602440; in the data active = inhibition mostly above about 40%, no sharp cut-off; inactive = mostly below about 27%
# Starred values were filed as active, the others as inactive; i = inactive; x = no result given.
SMILES,UBC13 inh,SENP1 FRET inh,SENP8 block-1,Apaf1 inhib,SENP6 block,A3G deaminase,SENP7 inh,SENP8 block-2
O=C(Nc1ccc2ccccc2c1)C(=O)C1C(=O)Nc2ccccc21 (stereo unspecified),-6,x,84*,-13,92*,-2,78*,x
C/C(=N/NC(=O)CN1CCN(Cc2ccccc2Cl)CC1)c1ccco1,4,0,1,1,7,-4,1,8
CC(C)(C)OC(=O)N[C@@H](/C=C/c1ccccc1)C(=O)OC(C)(C)C,-6,2,-11,26,6,-8,-3,11
CCCC1(c2ccccc2)NC(=O)N(CC(=O)c2[nH]c(C)c(C(=O)OCC)c2C)C1=O (stereo unspecified),0,3,5,12,-1,-5,0,5
CC(C)(C)c1cc(C(=O)Nc2ccccc2)ccn1,6,1,-5,-2,-13,-2,3,11
COc1cccc(C(=O)NC(C)c2ccc(-c3ccccc3)cc2)c1OC (stereo unspecified),1,1,-1,21,0,-4,6,12
NNC(=O)c1nnn(-c2nonc2N)c1-c1cccs1,4,3,6,1,9,0,2,27
O=C(CCC(=O)N1CCN(c2ccccn2)CC1)Nc1nnc(C(F)(F)F)s1,5,-1,-12,-8,-26,-3,2,-14
Cn1c(O)c(/C=N/Nc2ccccc2)c(=O)n(C)c1=O,-20,4,-10,-6,-14,20,-12,17
O=C(Nc1nc(-c2cccs2)cs1)c1ccco1,3,-7,26,0,33,-2,17,-29
Cc1cc(OCC(=O)N2CCOCC2)ccc1NC(=O)C1CCCCC1,1,2,-2,-17,-8,-3,-2,19
COc1ccc(/C=N/NC(=O)CN2CCSCC2)cc1C,6,0,-2,-4,-22,-10,0,40
O=C(Nc1ccon1)c1ccc(F)c(S(=O)(=O)N2CCCCC2)c1,-5,1,1,4,-4,-2,10,6
C=CCn1c(SCn2nnc3ccccc3c2=O)nnc1-c1ccc(F)cc1,-11,2,-12,4,-11,-8,-12,6
O=C(c1ccccc1)C(O)(Cc1ccccc1)c1ccccc1 (stereo unspecified),8,1,13,7,-3,0,3,3
COC(=O)[C@H](Cc1ccccc1)NC(=O)N1CCCCC1,-4,0,-1,-9,-6,-7,3,7
CCCCn1c(N)c(N(CCC(C)C)C(=O)C2CC(=O)N(c3cccc(SC)c3)C2)c(=O)[nH]c1=O (stereo unspecified),-2,-10,-1,4,-7,9,-1,-14
CC(=O)Nc1ccc(NC(=O)c2sc3nc4c(c(-c5ccc(C)cc5)c3c2N)CCC4)cc1,54*,-45,2,13,-6,-9,0,-351
CCCc1cc(N2CCC(C(N)=O)CC2)nc(-c2ccccc2)n1,-5,0,3,-8,1,-6,-7,-13
Cc1ccc(NC(=S)NCCN2CCOCC2)cc1,3,0,-11,9,-19,-8,-9,3
Cc1cc(C(=O)NNc2ccc(C)c(C)c2)no1,-5,-6,5,16,1,0,-1,-56
CC(=O)c1[nH]c(C)c(C(=O)N2CCCC(Nc3cccc(F)c3)C2)c1C (stereo unspecified),5,2,4,4,-10,3,1,8
Cc1cccc(Nc2nc(N)c([N+](=O)[O-])c(NCc3ccccc3)n2)c1,-1,2,0,26,-7,-7,-4,21
COc1cccc(COC(=O)c2nn(-c3ccccc3)nc2N)c1,7,2,3,0,-2,-5,3,-34
O=c1c(Cl)c(N2CCNCC2)cnn1C12CC3CC(CC(C3)C1)C2,-3,0,2,-6,-11,-4,2,14
CCCC(=O)NCC(c1cccs1)S(=O)(=O)c1ccc(Cl)cc1 (stereo unspecified),-1,2,-8,1,-2,3,3,-2
O=C(CCC(=O)N1CCOc2ccc(Cl)cc21)NCCCN1CCN(Cc2ccccc2)CC1,16,2,5,1,-6,-8,-2,6
COc1ccc(CNC(=O)C(C)N(Cc2ccco2)C(=O)c2snc(C(N)=O)c2N)cc1 (stereo unspecified),4,-7,-4,1,-5,-1,-6,-323
COc1ccc(CNC(=O)C2CSCCS2)cc1 (stereo unspecified),0,-1,1,-1,7,-3,-3,13
Nc1ccn(CC(=O)NCc2ccc3c(c2)OCO3)c(=O)n1,5,1,3,-9,0,-2,7,7
N#Cc1cccc(C(=O)OCC(=O)N2CCCc3ccccc32)c1,2,-2,-2,10,-1,-4,-3,-9
O=C(NCc1ccccc1F)c1cccs1,-3,-1,-7,-4,-9,-4,-6,8
CC(C)CCOc1cccc(OCC(=O)O)c1,-2,-1,-2,10,0,-4,3,14
COc1ccccc1NC(=O)CNC(=O)CC12CC3CC(CC(C3)C1)C2,80*,0,-3,8,-13,-8,11,8
COc1cc(S(=O)(=O)N2CCCC3(CCCCC3)C2)ccc1-n1cnnn1,-3,3,1,14,0,-8,-6,14
Cc1ccccc1Cn1cnc2c(cnn2C(C)(C)C)c1=O,14,1,-1,12,-9,-4,2,13
Nc1cc2c(cc1[N+](=O)[O-])OCO2,-112,-3,-6,-8,11,18,2,37
COc1cccc(C(=O)N(Cc2cc3cc(C)ccc3[nH]c2=O)C(C)C)c1,3,1,-5,10,0,-9,6,-110
O=C1C(=O)N(CCN2CCOCC2)C(c2ccccn2)/C1=C(/O)c1ccc(F)cc1 (stereo unspecified),-1,-31,-3,0,-11,-2,2,35
C=CCNC(=O)CSCc1ccc(Br)cc1,6,2,-7,7,-4,9,7,1
N#Cc1ccccc1CSc1nc(O)cc(=O)[nH]1,6,1,-9,-8,-14,-5,5,17
O=[N+]([O-])c1ccc(N=NNc2ccccc2)cc1,-25,1,29,7,59*,-2,40,-7
COc1ccc(-c2c([C@H]3[C@@H]4C=CCC[C@@]4(C)C(=O)N3Cc3ccccc3)ccc3ccccc23)cc1OC,-19,2,5,13,-1,-11,-2,7
CCC1CCCCN1C(=O)CCn1ccnc1 (stereo unspecified),-18,-1,-12,-2,-9,-6,-5,-1
CC1CN(C(=O)Cn2cc(S(=O)(=O)CC(=O)N(C)c3ccccc3)c3ccccc32)CC(C)O1 (stereo unspecified),9,0,-5,-7,-3,-4,-4,3
CCN1C(=O)/C(=C\N(C)C)c2ccccc21,-4,2,-1,8,5,-4,-2,-4
O=C(NCc1ccc2c(c1)OCO2)c1cc([N+](=O)[O-])ccc1N1CCCCC1,3,-2,-1,7,-9,-2,2,18
CCCCCC(=O)NC(=S)Nc1ccc(NC(=O)c2ccco2)cc1,-3,2,-4,9,5,3,14,6
CCCCNC(=O)NCCN1CCOCC1,4,2,-1,-25,-1,-1,5,22
O=C(COC(=O)CNS(=O)(=O)/C=C/c1ccccc1)NC1CCS(=O)(=O)C1 (stereo unspecified),-2,-2,-4,1,-9,3,0,16

# Filtered by structure: the compounds so far containing a nitro group on carbon.
SMILES,UBC13 inh,SENP1 FRET inh,SENP8 block-1,Apaf1 inhib,SENP6 block,A3G deaminase,SENP7 inh,SENP8 block-2
Cc1cccc(Nc2nc(N)c([N+](=O)[O-])c(NCc3ccccc3)n2)c1,-1,2,0,26,-7,-7,-4,21
Nc1cc2c(cc1[N+](=O)[O-])OCO2,-112,-3,-6,-8,11,18,2,37
O=[N+]([O-])c1ccc(N=NNc2ccccc2)cc1,-25,1,29,7,59*,-2,40,-7
O=C(NCc1ccc2c(c1)OCO2)c1cc([N+](=O)[O-])ccc1N1CCCCC1,3,-2,-1,7,-9,-2,2,18

# Continuation:
SMILES,UBC13 inh,SENP1 FRET inh,SENP8 block-1,Apaf1 inhib,SENP6 block,A3G deaminase,SENP7 inh,SENP8 block-2
Cc1cccc(SCC(=O)Nc2ccc3c(c2)OCCO3)c1,3,-1,3,6,-16,-3,-6,0
Cc1cc(=O)c2ccc(C(F)(F)F)cc2[nH]1,-3,-10,-6,-8,-13,4,6,-6
CC(C)n1cc(/C=N/Nc2ccc(C(=O)O)cc2)c2ccccc21,0,-8,80*,8,82*,-2,61*,-286
O=C1N[C@@H](Cc2ccccc2)C(=O)N2[C@@H]3N(S(=O)(=O)c4ccccc4)c4ccccc4[C@]3(Br)C[C@@H]12,3,-1,3,29,-22,0,-8,11
CC(C)(C)OC(=O)NCCCCCc1nnc(SCc2cccc(F)c2)o1,6,4,6,5,7,-4,-1,19
O=C1NC(=Nc2ccc(Cl)cc2)SC1Cc1cccc(Cl)c1Cl (stereo unspecified),14,2,-4,17,5,-7,3,16
CN(CC(=O)NCc1ccc2c(c1)OCO2)S(=O)(=O)c1ccc(Br)s1,-11,1,-12,18,-10,10,2,13
O=C(CNS(=O)(=O)c1cccc(Br)c1)NCC1CCCCC1,-1,0,-8,12,-10,-6,-8,5
Cn1cnc(S(=O)(=O)N2CCN(c3cccc(Cl)c3)CC2)c1,2,0,-4,0,-1,-6,-13,13
COc1ccc(/C(C)=N/NC(=O)Cc2ccc(Cl)cc2)cc1,-4,-1,5,-9,4,0,-1,17
COc1cc(CC(=O)Nc2ccc(Cl)c(C(F)(F)F)c2)cc(OC)c1OC,22,1,-5,7,-14,-8,5,11
CC1CCN(C(=O)CSc2nc(=O)n3cc(Cl)ccc3n2)CC1,-7,-8,2,5,-14,-5,3,-38
Cc1nc(SCC(=O)Nc2ccc(Cl)cc2[N+](=O)[O-])nc(C)c1C,9,0,-3,-2,0,-8,-5,25
Cc1c(C(=O)N(Cc2ccc(N(C)C)cc2)CC2CCCO2)oc2ccccc12 (stereo unspecified),0,0,-2,17,-2,-4,-4,8
CCCc1cc(C(=O)Nc2ccc(F)cc2F)no1,-4,3,38,0,63*,-6,40,13
COc1ccc(Nc2c3c(nc4c(-c5ccccc5)c(C)nn24)CCC3)cc1,9,0,11,12,8,-4,8,-7
CCC1=Nc2cc(C(=O)NCCCOC)ccc2Sc2ccccc21,2,0,2,3,-5,-4,4,5
COc1ccc(NC(=O)c2ccco2)cc1NC(=O)c1ccccc1F,5,0,-11,15,-14,-7,-7,6
Cc1ccccc1Cc1ccc(Cl)nn1,-2,3,-13,3,-17,-10,-9,3
COc1ccc(OC)c(N(CC(=O)Nc2cccnc2)S(C)(=O)=O)c1,-9,1,-7,-3,-5,-4,-9,17
Cc1c(C(=O)N2CCN(C(=O)c3ccco3)CC2)sc2nc(-c3ccc(F)cc3)cn12,1,3,0,3,-8,-4,-4,16
Cc1cc2cc(C)c3nnc(SCC(=O)Nc4ccc(S(=O)(=O)N5CCCCC5)cc4)n3c2cc1C,1,3,3,3,-13,-9,8,4
CN1CCN(S(=O)(=O)c2ccc(-c3ccc(Cl)cc3)cc2)CC1,25,3,4,6,-1,-1,7,8
S=C(NC1CCCCC1)N1CCOCCOCCN(C(=S)NC2CCCCC2)CCOCCOCC1,7,2,1,24,3,-6,-3,33
O=C(NNC(=O)C1COc2ccccc2O1)c1ccccc1 (stereo unspecified),-4,1,-1,-8,7,-1,3,21
CCOC(=O)CCn1c(CC(=O)OCC)nc2ccccc21,13,0,0,-16,-11,-2,0,11
Cc1nn(CCC#N)c2nc(-c3ccccc3)cc(C(F)(F)F)c12,16,2,-9,19,-9,-5,-8,i
O=C(Nc1ccccc1)NC1(C(=O)NCc2ccco2)CCCCC1,-7,1,-2,6,0,1,10,25
Cn1c(N)c(S(=O)(=O)N2CCN(Cc3ccccc3)CC2)c(=O)n(C)c1=O,11,-2,-3,-13,-9,-3,-1,4
CCOc1ccc2nc(SCC(=O)NCc3ccc(S(N)(=O)=O)cc3)sc2c1,0,-1,-3,2,-7,1,2,10

# A draw from above in order of length of the SMILES, lowest first:
SMILES,UBC13 inh,SENP1 FRET inh,SENP8 block-1,Apaf1 inhib,SENP6 block,A3G deaminase,SENP7 inh,SENP8 block-2
O=C(NNC(=O)C1COc2ccccc2O1)c1ccccc1 (stereo unspecified),-4,1,-1,-8,7,-1,3,21
CN1CCN(S(=O)(=O)c2ccc(-c3ccc(Cl)cc3)cc2)CC1,25,3,4,6,-1,-1,7,8
Cn1c(N)c(S(=O)(=O)N2CCN(Cc3ccccc3)CC2)c(=O)n(C)c1=O,11,-2,-3,-13,-9,-3,-1,4

# Hits appear at their usual frequency; 3.6% or so of the library scored in one or more.
